TDP1 cell CPT: growth inhibition of DT40 Tdp1-/-;hTDP1 cells with camptothecin (screen for TDP1 inhibitors). chicken DT40 Tdp1-/-;hTDP1 cells + 20 nM CPT, ATP luminescence, 48 h. Potency, µM (titrated, usually from 46.2 µM), inactives show at the highest dose activity change, negative = growth inhibition, most hits filed as inhibitors. hit rate 12% among 420,000; further: nearly all actives have a fitted effect of over 55% in size
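Chicken DT40 Tdp1-/- cells complemented with human TDP1, 400 cells/well, exposed to compounds plus 20 nM camptothecin for at least 48 h at 37 C; viability read as ATP content by CellTiter-Glo luminescence.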
TDP1 block: TDP1 (human) enzyme inhibition; hit rate 0.28% among 350,000; recombinant TDP1, AlphaScreen DNA substrate cleavage; Potency, µM (series often up to 130 µM), inactives show top-dose activity change, negative = inhibition, most hits filed as inhibitors; AID 485290; Q9NUW8; further: nearly all actives have a fitted effect of over 40% in size
Target sequence (Q9NUW8 whole entry, looked up): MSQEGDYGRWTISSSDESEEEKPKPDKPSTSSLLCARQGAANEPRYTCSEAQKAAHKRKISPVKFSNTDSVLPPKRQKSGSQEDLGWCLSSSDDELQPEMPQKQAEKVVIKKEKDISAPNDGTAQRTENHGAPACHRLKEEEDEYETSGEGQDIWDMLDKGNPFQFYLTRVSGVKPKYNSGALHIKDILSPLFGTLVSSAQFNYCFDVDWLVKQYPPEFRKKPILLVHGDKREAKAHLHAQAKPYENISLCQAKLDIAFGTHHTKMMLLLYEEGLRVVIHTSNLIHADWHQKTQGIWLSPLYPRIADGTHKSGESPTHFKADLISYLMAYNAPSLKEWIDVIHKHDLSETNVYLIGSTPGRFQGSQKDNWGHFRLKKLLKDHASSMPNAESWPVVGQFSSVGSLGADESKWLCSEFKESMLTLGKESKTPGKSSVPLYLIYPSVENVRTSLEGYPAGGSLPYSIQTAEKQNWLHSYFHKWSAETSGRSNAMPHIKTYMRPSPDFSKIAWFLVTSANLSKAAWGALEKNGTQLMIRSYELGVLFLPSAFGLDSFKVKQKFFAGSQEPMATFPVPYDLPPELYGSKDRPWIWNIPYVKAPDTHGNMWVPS
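Here, a 5' biotin and 3' phosphotyrosine-FITC DNA oligonucleotide reports Tdp1 activity: intact substrate bridges AlphaScreen beads, while cleavage leaves a 3' phosphate and drops signal. All incubations at room temperature.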
TDP1 cell noCPT: qHTS for Inhibitors of human tyrosyl-DNA phosphodiesterase 1 (TDP1): qHTS in cells in absence of CPT; hit rate 15% among 420,000; DT40 Tdp1-/- hTDP1 cells, no CPT, ATP luminescence, 48 h; AID 686978, 2013; Potency, µM (titrated, usually from 46.2 µM), without a hit: top-dose activity change, negative = growth inhibition, usual class: inhibitors; further: nearly all actives have a fitted effect of over 55% in size
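Cells were dispensed at 400 per well, compounds added by pin tool, plates incubated ≥48 hr at 37 °C, then CellTiter-Glo added for 30 min at room temperature before luminescence reading. Line: DT40 Tdp1-/- complemented with hTDP1; camptothecin omitted.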
* marks the source's active call; other numbers are inactive results; ? = inconclusive; . = not tested or not shown; & = joins results of further samples; [ ] = dose if it differs, or a comment. The call rests on the fitted dose curve; in most records, active means well fitted curve in the direction sought with a large enough effect; inconclusive means small, poorly fitted or top-dose-only effect, or another doubt; inactive means no such curve, though single readings can be large; an effect the other way counts as inactive or inconclusive. On the % scale 0 is the no-effect control and ±100 the full control effect; potency means the concentration at half of the fitted maximal effect.

Start of the data: the first 3 entries, ahead of the listing:
SMILES	TDP1 cell CPT	TDP1 block	TDP1 cell noCPT
c1ccc(CN(Cc2ccccc2)c2ncnc3c2nnn3Cc2ccccc2)cc1	2%	-4%	-19%
CCOC(=O)c1c(-c2ccccc2)cn2c(C)cc(C)nc12	7%	-3%	-11%
CCOc1ccc(CCNC(=O)CCc2nnc3ccc(N4CCCCC4)nn23)cc1OCC	?	.	12µM*

This part in full, from the first entry:
SMILES	TDP1 cell CPT	TDP1 block	TDP1 cell noCPT
c1ccc(CN(Cc2ccccc2)c2ncnc3c2nnn3Cc2ccccc2)cc1	2%	-4%	-19%
CCOC(=O)c1c(-c2ccccc2)cn2c(C)cc(C)nc12	7%	-3%	-11%
CCOc1ccc(CCNC(=O)CCc2nnc3ccc(N4CCCCC4)nn23)cc1OCC	?	.	12µM*
CCOC(=O)c1c(C)n(C)c2cc([N+](=O)[O-])c(O)c([N+](=O)[O-])c12	-23%	1%	-13%
Cc1nn(-c2ccc(N3CCCCC3)nn2)c(C)c1CCC(=O)Nc1ccc(F)cc1F	16µM*	7%	18µM*
O=C(NCC(=O)N(Cc1cccs1)C(C(=O)NC1CCCC1)c1ccncc1)c1ccco1 (centres undefined)	9%	-2%	-4%
CCCCOC(=O)C(C)c1c(C)[nH]c(=S)[nH]c1=O (centres undefined)	-13%	-6%	2%
COc1cccc(CNS(=O)(=O)c2ccc(N3CCCCS3(=O)=O)cc2)c1	23µM*	1%	16µM*
CCC1(C)COC(c2ccc(OC)c(OC)c2)OC1 (centres undefined)	-2%	.	-17%
NS(=O)(=O)c1ccc(Nc2ccc3cc(S(=O)(=O)N4CCCCC4)ccc3n2)cc1	?	-3%	?
O=C(NCc1ccccc1)c1cccc(NC(=O)c2ccco2)c1	-4%	2%	-4%
CSc1ccc(CN2CCC(C(=O)NCc3ccc(C)cc3)CC2)cc1	?	0%	-29%
CCOC(=O)C1CCN(C(=O)CNS(=O)(=O)c2cccs2)CC1	-11%	-2%	-18%
Cc1ccc(NS(=O)(=O)c2cc(C(=O)N3CCN(C)CC3)ccc2C)cc1	-15%	6%	-5%
CC1(CCC#N)N=C(SCCC#N)N(c2ccccc2)C1=O (centres undefined)	1%	-5%	6%
S=c1[nH]c2cc3c(cc2[nH]1)OCCO3	-27%	.	-17%
Clc1cc2c(c(Cn3cnc4ccccc43)c1)OCOC2	-1%	0%	-8%
CCC(Cc1ccccc1)NC(=O)Cn1ncc2c3ccccc3n(Cc3ccc(F)cc3)c2c1=O (centres undefined)	8.2µM*	0%	8.2µM*
Cc1c(C)c2cc3c(C)coc3cc2oc1=O	8%	.	20%
COc1ccc(CN2CCCCC2C(=O)Nc2ccc(OC)c(OCC(C)C)c2)cc1OC (centres undefined)	-7%	5%	1%
Cc1cc(C)n(CC(=O)N/N=C/c2ccc3c(c2)OCO3)n1	23%	-2%	12%
CCOCCCNC(=O)C(C)NS(=O)(=O)c1ccc(C)cc1 (centres undefined)	0%	2%	4%
CCOc1ccccc1C(=O)N(Cc1sccc1C)C1CCS(=O)(=O)C1 (centres undefined)	13%&-1%	3%&9%	3%&-15%
COCCCNC(=O)c1cccc2c(-c3ccc(OC)cc3C)coc12	18µM*	.	?
CCOc1ccccc1C(=O)N1CCC(n2nnc3cc(C)ccc32)CC1	?	2%	?
SMILES	TDP1 cell CPT	TDP1 block	TDP1 cell noCPT
Cc1ccc(OCC(=O)N2N=C(c3cccnc3)CC2(O)C(F)(F)F)cc1C (centres undefined)	16µM*	-1%	?
Cc1ccc(C(=O)c2ccccc2C(=O)OCC(=O)NC(C)(C)C)cc1	?	2%	?
CC(/C=C1\SC(=Nc2cccnc2)NC1=O)=C\c1ccccc1	4.1µM*	0%	2.9µM*
CCCn1c(=O)c2sccc2n2c(CCCC(=O)N3CCN(c4cccc(C)c4C)CC3)nnc12	21µM*	0%	18µM*
COc1ccc(N2CCN(c3oc(-c4ccccc4OC)nc3C#N)CC2)cc1	-26%	3%	-7%
CCCNC(=O)c1ccc(N2CCC3(CC2)CC(c2cccc(Br)c2)=NO3)c(NC(=O)c2ccc(Br)cc2)c1	-15%	-5%	-16%
Cc1cc(C)cc(C(=O)NC(CC(N)=O)c2ccc(NCC3CC3)c([N+](=O)[O-])c2)c1 (centres undefined)	7%	.	-15%
O=C(Nc1ncccc1O)c1cccc(S(=O)(=O)NCc2ccccc2)c1	-4%	-1%	-9%
C[C@H]1CN([C@@H](C)CO)C(=O)c2cc(Br)cnc2O[C@H]1CN(C)C(=O)C1CC1	6%	.	15%
CCOc1ccc(C(=O)NC2CC(C)(C)NC(C)(C)C2)cc1	12%	.	10%
Cc1ccc(-c2noc(CC(=O)c3ccc([N+](=O)[O-])cc3)n2)cc1	?	.	?
O=S(=O)(Nc1ccc2c(c1)nc1n2CCN(Cc2ccccc2)C1)c1ccc(Cl)cc1	18µM*	8%	15µM*
CCOc1ccc(CCNC(=O)CCCn2nc(C)c3c(C)n(-c4ccccc4)nc3c2=O)cc1	?	1%	8%
Cc1nn(C)c2c1c(-c1ccccc1)cc(=O)n2Cc1ccc(Cl)cc1	2%	-7%	-9%
CC(C)n1nnnc1-c1cc(Cl)cc(Cl)c1	-11%	2%	-11%
CCN(CCn1cccn1)C(=O)c1cc(COc2cccc3cccnc23)on1	1%	5%	-14%
Cc1cc2c(cc1C)CSC(c1ccccc1O)SC2	?	6%	?
COc1ccc2c(c1)CCc1c(C(=O)Nc3c(C)nn(Cc4ccccc4)c3C)noc1-2	9.2µM*	3%&7%	9.2µM*
CCOc1ccccc1C1CC(=O)Nc2cc(OC)c(OC)cc21 (centres undefined)	?	6%	?
Cc1nnc(SCCn2c(N3CC(C)CC(C)C3)nc3c2c(=O)n(C)c(=O)n3C)s1 (centres undefined)	-5%	0%	-11%
C=CCn1c(SCC(=O)N2CCN(c3ccc(F)cc3)CC2)nnc1-c1ccco1	-23%	5%	?
C[C@@H]1CN(Cc2ccc3c(c2)CN(Cc2cn[nH]c2-c2ccccc2)CCO3)C[C@H](C)O1	4%[9.04 µM]	.	-21%
O=C(CCn1cnc2ccccc21)N/N=C/c1ccc(O)cc1	-8%	3%	-12%
COc1ccc(C)cc1S(=O)(=O)N1CCCC(C(=O)NC2CC2)C1 (centres undefined)	16%	5%	2%
CCC1=NN2C(=N)/C(=C\c3ccc(OCc4cc(=O)n5nc(CC)sc5n4)c(OC)c3)C(=O)N=C2S1	-18%	40µM*	18%
SMILES	TDP1 cell CPT	TDP1 block	TDP1 cell noCPT
CCCCOC(=O)n1c(=O)oc2cc(S(=O)(=O)N3CCCCC3)ccc21	?	2%	?
COCCCNc1nc2nonc2nc1NCCSC	8%	.	1%
CCOC(=O)[C@]12CCC=C1N(Cc1cccc3ccccc13)C(=O)[C@H](CC(=O)N1CCCCC1)C2	?	.	26µM*
Cc1ccc(COc2ccsc2C(=O)NNC(N)=S)cc1	-12%	4%	0%
O=C(CCN1C(=O)/C(=C/c2ccccc2)SC1=S)NC1CCS(=O)(=O)C1 (centres undefined)	-29%	2%	-15%
Cc1c(N=Cc2ccc(O)c(Br)c2)cccc1[N+](=O)[O-]	-1%	-4%	-20%
Cc1c(C(=O)NCc2cccs2)sc(=O)n1Cc1ccc(S(C)(=O)=O)cc1	?	.	?
Cc1ccc(S(=O)(=O)N(CC(=O)NCc2ccccc2Cl)C(=O)N2CCN(C)CC2)cc1	?	6%	-1%
CN(C)/N=C/c1ccc(Sc2ccccc2[N+](=O)[O-])o1	?	11%	?
COc1ccc(Cl)cc1NC(=O)CSc1nc2ccccc2nc1N1CCCCC1	?	-7%	21µM*
Cc1ccc(-n2ncc3c(NCCCN4CCOCC4)ncnc32)cc1C	?	0%	23µM*
COc1ccc(N(C(=O)c2ccc(Cl)cc2)C2=CC3CCC(C2)N3C)cc1 (centres undefined)	-19%	2%	-26%
Cc1cccc(-c2nnc(SCC(=O)N3CCOCC3)o2)c1	4%	.	-7%
COc1cc2c(=O)c(C(=O)c3ccc(C)c(C)c3)cn(Cc3ccc(F)cc3)c2cc1OC	10µM*	0%	18µM*
CCOc1ccc(C(=O)Nc2cccc(NC(=O)c3ccc(C(C)(C)C)cc3)c2)cc1Br	?	1%[2.28 µM]	5.8µM*
COC(=O)CCN(C(=O)c1ccc(N2CCCCC2)c([N+](=O)[O-])c1)c1ccccn1	4%	-3%	?
CCOC(=O)[C@]12CCC=C1N(CCC1=CCCCC1)C(=O)[C@H](CC(=O)N1CCOCC1)C2	?	.	?
COc1cccc(-c2ccc3ncnc(N(C)Cc4ccco4)c3c2)c1	?	5%	?
CCOC(=O)c1cccc(NC(=O)c2oc3c(c2C)-c2nn(CC)cc2CC3)c1	?	4%	?
COc1ccc(CCNC2CC(=O)N(CCc3ccc(OC)c(OC)c3)C2=O)cc1 (centres undefined)	4%	3%	-13%
O=C(Cn1ncc2c([nH]c3ccccc32)c1=O)Nc1cc(F)ccc1F	4%	4%	-17%
Cn1nc(C(=O)NCc2ccccc2)c2c1-c1ccccc1S(=O)(=O)C2	-1%&-20%	1%&-4%	?
O=C(CSc1nc(-c2cccs2)nc2cc(=O)[nH]n12)Nc1ccccc1Cl	-25%	3%	?
CN(C)S(=O)(=O)c1cc(S(=O)(=O)N(C)C)c(Cl)cc1N	-16%	6%	-30%
CCOc1ccccc1NC(=O)CCc1nnc2ccc(NCc3ccco3)nn12	-5%	0%	-19%

Record cards, from the list above. Order of screens: TDP1 cell CPT | TDP1 block | TDP1 cell noCPT
CCOC(=O)c1cccc(NC(=O)c2oc3c(c2C)-c2nn(CC)cc2CC3)c1 reads ? | 4% | ?
Cc1ccc(COc2ccsc2C(=O)NNC(N)=S)cc1 reads -12% | 4% | 0%
Cc1ccc(-n2ncc3c(NCCCN4CCOCC4)ncnc32)cc1C reads ? | 0% | 23µM*
COc1cccc(-c2ccc3ncnc(N(C)Cc4ccco4)c3c2)c1 reads ? | 5% | ?
Cc1ccc(S(=O)(=O)N(CC(=O)NCc2ccccc2Cl)C(=O)N2CCN(C)CC2)cc1 reads ? | 6% | -1%

The list goes on.
SMILES	TDP1 cell CPT	TDP1 block	TDP1 cell noCPT
O/N=C\c1ccc(-c2ccccc2)o1	-3%	6%	1%
NC(N)=N/N=C/c1ccc(OCc2ccc(Cl)cc2Cl)cc1	26µM*	3%	?
O=[N+]([O-])C1C(c2ccccc2)C12c1ccccc1-c1ccccc12 (centres undefined)	1µM*	.	1µM*
Cc1cc(/C=N\O)c(C)n1-c1ccncc1	2%	8%	0%
O=C1C2C3C=CC(CC3)C2C(=O)N1c1ccccc1[N+](=O)[O-] (centres undefined)	-9%	7%	-27%
CSc1ccc(/C=N/N2CCN(Cc3ccccc3)CC2)cc1	-27%	-13%	-22%
Cc1c(C(=O)N2CCCC2)c(S(=O)(=O)Nc2ccccc2Cl)c(C)n1C	2%	3%	17%
Cn1c(SCC(=O)Nc2nccs2)nnc1C12CC3CC(CC(C3)C1)C2	-23%	6%	-15%
COc1cccc(NC(=O)NNS(=O)(=O)c2ccc(OC)cc2OC)c1	3%	6%	17%
CCc1c(C)c2ccc(O)c(CN3CCN(c4ccc(OC)cc4)CC3)c2oc1=O	?	0%	?
COc1ccccc1/C=N/NC(=O)c1ccc(CN2C(=O)c3cccc4cccc2c34)cc1	-11%	.	?
O=c1ncn(C2CCCCC2)c(=O)[nH]1	31%[activator]	.	-2%
NC(=O)C1CCN(c2oc(-c3ccc(F)cc3)nc2S(=O)(=O)c2ccccc2)CC1	?	3%	?
O=C(NCc1ccccc1)c1ccc2nc(CCc3ccccc3)oc2c1	-28%	3%	?
COc1ccccc1CNc1ncncc1-c1ccccc1Cl	3%	.	-10%
Cc1cc[n+](CC[n+]2ccc(C)cc2)cc1	-2%	.	-9%
COc1ccc(F)c(CN2CCOc3ccc(CN4CCC(Oc5cccnc5)CC4)cc3C2)c1	-7%[9.04 µM]	.	?
CCOC(=O)c1c(C)[nH]c(C)c1S(=O)(=O)N1CCC(C(=O)N2CCN(c3ccc(F)cc3)CC2)CC1	-26%	3%	-21%
O=[N+]([O-])c1cccc(-c2nnc(SCc3cccnc3)o2)c1	-6%	6%	3%
COc1ccc2cc3c(N)nn(C(=O)c4cccc(F)c4)c3nc2c1	?	.	?
NS(=O)(=O)c1ccc(NC(=O)COc2ccc(Cl)cc2)cc1	2%	.	-22%
CCc1cccc2c(C(=O)C(F)(F)F)cn(CC(=O)N3CCOCC3)c12	-5%	-1%	10%

Bioassay records deposited in PubChem by National Center for Advancing Translational Sciences (NCATS).
